Assay outcomes deposited in PubChem BioAssay by National Center for Advancing Translational Sciences (NCATS).
mIDH1 inhibitor – qHTS for Inhibitors of mutant isocitrate dehydrogenase 1 (IDH1): qHTS; Isocitrate dehydrogenase [NADP] cytoplasmic (Homo sapiens), O75874; IDH1-R132H enzyme, NADPH consumption, diaphorase/resazurin fluorescence; 390,000 tested, 0.093% active; AID 602179, 2012; Potency, µM (series often up to 76.6 µM), inactives show at the highest dose activity change, negative = inhibition, usual class: inhibitors; note: % is set by controls: 0 for no effect and ±100 for the full control effect; nearly all actives have a fitted effect of over 65% in size
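IDH1-R132H (0.5 ug/mL dispensed) in pH 7.5 Tris buffer was preincubated 30 min with compound, then given a substrate mix of 0.016 mM NADPH and 2 mM alpha-KG for 80 min at room temperature; remaining NADPH was read by diaphorase/resazurin fluorescence.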
rTrxR1 inhibitor – qHTS Assay for Inhibitors of Mammalian Selenoprotein Thioredoxin Reductase 1 (TrxR1): qHTS; Thioredoxin reductase 1, cytoplasmic (Rattus norvegicus), O89049; recombinant rTrxR1, NADPH fluorescence consumption, selenite substrate; Potency, µM (titrated, usually from 114 µM), without a hit: top-dose activity change, negative = inhibition, usual class: inhibitors; 390,000 tested, 1% active; AID 588453, 2011; note: % is set by controls: 0 for no effect and ±100 for the full control effect; nearly all actives have a fitted effect of over 65% in size
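Rat TrxR1 (90 nM in the dispensed reagent) was pre-reduced with 400 uM NADPH for 5 min at room temperature, then incubated with compound for 15 min. After 400 uM selenite was added, NADPH fluorescence (Ex 340/Em 450 nm) was followed for 8 min.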
Vif-APOBEC3G blk – qHTS for Inhibitors of Vif-A3G Interactions: qHTS | DNA dC->dU-editing enzyme APOBEC-3G (Homo sapiens), Q9HC16 | HeLa A3G-eYFP + Vif (tagged APOBEC3G with the HIV-1 protein that degrades it), YFP fluorescence, overnight | Potency, µM (titrated, usually from 46.1 µM), for the others: at the top dose activity, negative = active, hits mostly inhibitors | 410,000 tested, 0.076% active | AID 602310, 2012;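 note: % is set by controls: 0 for no effect and ±100 for the full control effect; nearly all actives have a fitted effect of over 60% in size; hits raise eYFP signal because A3G escapes Vif-driven loss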
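HeLa cells stably expressing Vif and C-terminally eYFP-tagged A3G, seeded overnight at 37 deg C, then exposed to compound by pintool overnight at 37 deg C. Rise in yellow fluorescence (Ex 488/Em 500-530, Acumen) marks blocked Vif-driven A3G degradation.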
ALOX12 inh – Primary qHTS assay for inhibitors of human arachidonate 12S-lipoxygenase (ALOX12): Round 2. Polyunsaturated fatty acid lipoxygenase ALOX12 (Homo sapiens), P18054. purified 12hLO, xylenol orange hydroperoxide absorbance. Potency, µM (series often up to 108 µM), inactives show at the highest dose activity change, negative = inhibition, actives largely listed as inhibitors. 580,000 tested, 1.1% active. AID 1671190, 2021; note: % is set by controls: 0 for no effect and ±100 for the full control effect
Target sequence (P18054 whole entry, looked up): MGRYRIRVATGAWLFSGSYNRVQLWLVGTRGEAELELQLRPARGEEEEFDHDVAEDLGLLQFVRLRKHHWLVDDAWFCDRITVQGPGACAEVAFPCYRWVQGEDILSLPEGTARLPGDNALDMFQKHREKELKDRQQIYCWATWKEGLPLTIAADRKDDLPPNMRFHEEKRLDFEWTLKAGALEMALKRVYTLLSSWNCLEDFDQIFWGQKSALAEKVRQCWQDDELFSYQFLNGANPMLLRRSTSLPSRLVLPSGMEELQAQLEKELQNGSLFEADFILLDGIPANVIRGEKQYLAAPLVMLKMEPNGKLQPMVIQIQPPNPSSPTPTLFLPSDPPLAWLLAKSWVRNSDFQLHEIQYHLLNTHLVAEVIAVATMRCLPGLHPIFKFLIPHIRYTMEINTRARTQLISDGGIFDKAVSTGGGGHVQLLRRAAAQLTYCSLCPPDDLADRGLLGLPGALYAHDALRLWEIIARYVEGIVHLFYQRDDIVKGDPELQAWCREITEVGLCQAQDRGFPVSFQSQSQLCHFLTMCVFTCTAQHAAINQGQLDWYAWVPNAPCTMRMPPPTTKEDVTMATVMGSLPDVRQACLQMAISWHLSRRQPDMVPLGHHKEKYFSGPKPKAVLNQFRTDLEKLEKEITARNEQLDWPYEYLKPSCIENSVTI
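Purified human 12hLO at 150 nM in 25 mM Hepes, 0.01% Triton X-100, pH 7.0, preincubated 15 min at room temperature with compound. Reaction started with 40 uM arachidonic acid, 30 min at room temperature. Hydroperoxide measured by Fe-xylenol orange, 573/405 nm absorbance ratio.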
USP1-UAF1 inh – Inhibitors of USP1/UAF1: Primary Screen; Potency, µM (highest dose often 57.1 µM), for the others: at the top dose activity change, negative = inhibition, most hits filed as inhibitors; 390,000 tested, 0.23% active; Ubiquitin carboxyl-terminal hydrolase 1 (Homo sapiens), O94782; recombinant USP1/UAF1, Ub-Rhodamine cleavage fluorescence; note: % is set by controls: 0 for no effect and ±100 for the full control effect; nearly all actives have a fitted effect of over 60% in size; inactives centre near -12
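USP1/UAF1 complex (1 nM) preincubated 15 min at room temperature with compound, then Ub-Rho substrate (150 nM final) added. Kinetic fluorescence at 480/540 nm over 6 reads at 60 s intervals; 50 mM HEPES pH 7.8, 0.5 mM EDTA, 0.1 mg/ml BSA, 1 mM TCEP, 0.01% Tween-20.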
RGS4 inh – Inhibitors of Regulator of G Protein Signaling (RGS) 4: qHTS | Transcreener GDP fluorescence polarization, RGS4-accelerated GTP hydrolysis | Potency, µM (series often up to 114 µM), for the others: top-dose activity change, negative = inhibition, hits mostly inhibitors | 390,000 tested, 0.039% active; note: % is set by controls: 0 for no effect and ±100 for the full control effect; nearly all actives have a fitted effect of over 75% in size; some results filed as inactive show a strong effect at the top dose
Target sequence (P49798 whole entry, looked up): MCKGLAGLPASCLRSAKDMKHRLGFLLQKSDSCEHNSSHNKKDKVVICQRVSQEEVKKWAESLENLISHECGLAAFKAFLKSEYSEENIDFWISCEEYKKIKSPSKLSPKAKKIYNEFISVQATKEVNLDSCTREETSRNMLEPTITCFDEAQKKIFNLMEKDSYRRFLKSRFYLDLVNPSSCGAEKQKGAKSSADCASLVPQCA
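MLSMR compounds (23 nl, pin-transferred) preincubated 10 min at room temperature with a 500nM (2x) first reagent, then RGS4 at 900nM (2x) plus Transcreener GDP mix added; fluorescence polarization (620/688 nm) read before and after 90 min at 30 °C.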
Vif-A3F inh – qHTS for Inhibitors of Vif-A3F Interactions: qHTS; HeLa A3F-eYFP + Vif (tagged APOBEC3F with the HIV-1 protein that degrades it), YFP fluorescence increase; Potency, µM (titrated, usually from 46.1 µM), without a hit: top-dose activity, negative = active; 390,000 tested, 0.2% active; AID 602313, 2012; note: % of control where 0% means no effect; nearly all actives have a fitted effect of over 65% in size
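HeLa cells stably expressing A3F-eYFP plus Vif, plated and incubated overnight at 37 deg C, then exposed to compounds overnight at 37 deg C. Blocked degradation read as raised yellow fluorescence (Ex 488/Em 500-530).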
TrxR1 substrate – qHTS Assay for Substrates of Mammalian Selenoprotein Thioredoxin Reductase 1 (TrxR1): qHTS; Thioredoxin reductase 1, cytoplasmic (Rattus norvegicus), O89049; purified TrxR1 substrate turnover, NADPH consumption readout; Potency, µM (series often up to 114 µM), for the others: top-dose activity change, negative = substrate turnover; 390,000 tested, 0.01% active; note: % is set by controls: 0 for no effect and ±100 for the full control effect; nearly all actives have a fitted effect of over 50% in size
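Rat TrxR1, dispensed at 90 nM, was prereduced with 400 uM NADPH (final) for 5 min at ~22 deg C, then incubated with compound 15 min before 400 uM selenite. A first-read NADPH fluorescence drop versus no-compound background flagged substrates.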
RXFP1 ag – qHTS Assay for Agonists of the Relaxin Receptor RXFP1 | Relaxin receptor 1 (Homo sapiens), Q9HBX9 | HEK293T-RXFP1 cAMP TR-FRET, 30 min; response scale: percent of porcine relaxin response, buffer zero | Potency, µM (titrated, usually from 57.5 µM), without a hit: at the top dose activation, hits mostly activators | 370,000 tested, 0.3% active | AID 2676, 2010; note: % is set by controls: 0 for no effect and ±100 for the full control effect; nearly all actives have a fitted effect of over 60% in size; many of its hits are not listed in these tables
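HEK293T cells stably expressing RXFP1 were pretreated with the PDE4 inhibitor Ro 20174, exposed to compounds for 30 min at 37C, lysed, and cAMP was read by TR-FRET. Data normalized to buffer (basal) and 29 nM porcine relaxin (100%).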
* = called active by the depositor; ? = inconclusive; / = no result given; & = joins results of further samples; [ ] = dose if it differs, or a comment. Calls come from the whole dose curve; as a rule, active = well fitted curve in the direction sought with a large enough effect; inconclusive = small, poorly fitted or top-dose-only effect, or another doubt; inactive = no such curve, though single readings can be large; an effect the other way counts as inactive or inconclusive. Potency is the fitted concentration of half-maximal effect.

canonical_smiles | mIDH1 inhibitor | rTrxR1 inhibitor | Vif-APOBEC3G blk | ALOX12 inh | USP1-UAF1 inh | RGS4 inh | Vif-A3F inh | TrxR1 substrate | RXFP1 ag
O=C(NCc1cccnc1)c1cccc(S(=O)(=O)Nc2cccc(Cl)c2)c1 | -5% | 12% | 1% | 0% | -17% | -12% | 0% | 1% | -0.5%
CCc1ccc(OCCOCC(O)CN2CCN(Cc3ccc(Cl)cc3)CC2)cc1 (stereo not given) | 2% | -10% | -1% | ? | -17% | 4% | -6% | -7% | 0.3%
COc1ccccc1NC(=S)NNC(=O)c1ccncc1 | -5% | -19% | 0% | 4% | -12% | -15% | -30% | -10% | 1.1%
COc1ccc(S(=O)(=O)N(CCC(=O)O)Cc2ccccc2)cc1 | -6% | 19%[57.1 µM] | 3% | -1% | -18% | -12% | 2% | 5%[57.1 µM] | -0.1%
CCCNC(=O)NC1C(NC(=O)NCCC)N(C)C(=O)N1C (stereo not given) | -5% | 11% | -4% | 3% | 4% | 6% | -5% | -4% | 0.2%
Cc1ccccc1-c1nnc(SCC(=O)NC2CCCC2)n1C | 7% | -6% | 1% | 11% | -14% | -19% | -17% | -7% | 1.2%
O=C(COC(=O)c1ccccc1NS(=O)(=O)c1ccc(Cl)cc1)NCc1ccccc1 | 0% | 5% | 0% | -22% | -2% | 1% | 2% | 0% | -1.6%
CC(C)C[C@H]1CN([C@@H](CC(C)C)CN2CCCC2CN2C(=S)NC[C@@H]2Cc2ccc(O)cc2)C(=S)N1CC1CCCCCC1 (stereo not given in full) | 2% | 10% | 8% | ? | -34% | 7% | -21% | 1% | /
CC(Cc1ccccn1)NC(=O)CCc1nnc(C2CCCCC2)o1 (stereo not given) | 1% | 33%[11.4 µM] | -4% | -5% | -1% | -1% | -15% | 12%[11.4 µM] | 1.0%
Cc1ccc(C(=O)CCC(=O)CCC(=O)O)cc1 | 3% | 0% | 2% | 30%[activator] | -8% | 11% | 1% | -1% | /
CCCCCCCN1CCN=C1N(C)C | 5% | 8% | 0% | 1% | ? | -20% | 1% | 4% | 2.0%
Cc1nc(NC(=O)COC(=O)c2ccc(CO)cc2)c(Cl)cc1Cl | 7% | -1% | 0% | -16% | -9% | -17% | 4% | -1% | /
O=C(C[n+]1ccccc1)N/N=C/c1cc(Br)cc(Br)c1O | 5% | 3%[57.1 µM] | 3% | / | -18% | -6% | 9% | 3%[57.1 µM] | -0.2%
CC(=O)NS(=O)(=O)c1ccc(NC(=O)/C=C/c2ccc(C)o2)cc1 | -5% | 16µM* | 0% | 0% | 8% | ? | -4% | 5%[57.1 µM] | 1.7%
COC(OC)C(C)NC(=O)NC(=O)c1ccccc1Cl (stereo not given) | -1% | 20% | -3% | ? | -4% | 16% | -1% | 5% | -1.6%
CC(NC(=O)Cc1ccc(NC(=O)N2CCCCc3ccccc32)cc1)c1ccccc1 (stereo not given) | 10% | 3%[57.1 µM] | -5% | -8% | -21% | -6% | 3% | 0%[57.1 µM] | 0.2%
Cc1ccc(S(=O)(=O)N2CCOCC2)cc1NC(=O)CSc1nnc(COc2ccccc2F)n1N | -7% | 14% | -1% | -18% | -15% | 16% | 12% | 1% | /
Cc1ccc2nc(C3CCN(C(=O)c4ccco4)CC3)[nH]c2c1 | 8% | -24% | -7% | -20% | -4% | -20% | 3% | -7% | 3.8%
COc1ccc(Oc2nc(-c3ccccc3)ncc2C(=O)O)cc1 | -1% | 10%[11.4 µM] | 0% | ? | -12% | 0% | -6% | 7%[11.4 µM] | -1.4%
CCOC(=O)C1CCN(S(=O)(=O)c2cc3c4c(c2)C(C)C(=O)N4CCC3)CC1 (stereo not given) | -18%&-16% | 8% | -2%&-5% | 21%&-10% | -18%&-16% | -27%&-6% | -3%&5% | 2% | 1.1%&1.1%
CS(=O)(=O)N(CC(=O)Nc1cccc(F)c1)Cc1ccccc1 | 1% | 15% | -5% | 13% | -9% | 17% | -3% | 10% | 0.2%
COc1ccc(CNC(=O)Cn2cc(C)c(=O)[nH]c2=O)cc1 | -5% | 16% | -2% | 10% | -8% | -1% | 2% | 0% | /
Cc1cc(C)n(Cc2ccccc2Cl)n1 | 6% | 1% | -1% | ? | -20% | -44% | 5% | -1% | 0.4%
COCCn1c(SC(C)C(=O)Nc2ccc3c(c2)OCCO3)nc2ccccc2c1=O (stereo not given) | 8% | -18% | 0% | -12% | -11% | -19% | 8% | 2% | -0.3%
O=C(Nc1ccc2ccccc2c1)NC1CCS(=O)(=O)C1 (stereo not given) | -6% | 13% | -4% | -14% | -8% | 7%[11.4 µM] | -6% | -1% | -1.2%
CC(C)(C)n1cnc2cc(NC(=O)c3ccccc3)ccc21 | 0% | 0%[57.1 µM] | -5% | 12% | -21% | -22% | 7% | 3%[57.1 µM] | 2.0%
Cc1ccc(-n2c(COc3ccccc3)n[nH]c2=S)cc1 | 15% | -5%[57.1 µM] | -4% | ? | -17% | -19% | -1% | 11% | 0.4%
O=C(CCNS(=O)(=O)c1ccc(F)c(F)c1)NCCN1CCOCC1 | 1% | 18% | 2% | 104%[activator] | -21% | -14% | 3% | 1% | /
C=Cc1ccc(CN2C(=O)N(c3ccc(CC)cc3)S(=O)(=O)c3ccccc32)cc1 | 30%[activator] | 17%[57.1 µM] | 1% | -12% | -13% | 33% | -11% | -4%[57.1 µM] | 0.1%
Cn1nnnc1SCCNCc1ccc(OCc2ccccc2)cc1 | 4% | 3% | 2% | ? | -25% | -4% | 4% | 1% | 4.4%
CC(=O)c1ccc(N2CCN(C(=O)c3ccc(Cn4c(=O)[nH]c5ccccc5c4=O)cc3)CC2)cc1 | -6% | 9%[57.1 µM] | 4% | -15% | -19% | -36% | -4% | 3%[57.1 µM] | 1.4%
CN(C)C(/C=C/Nc1ccc(Br)cc1)=C(C#N)C#N | 7% | 19%[57.1 µM] | 1% | ? | -10% | -15% | 3% | 3% | -0.4%
CCN(CC)c1cc(C)c2cc(NC(=O)/C=C/c3ccccc3Cl)ccc2n1 | -2% | 8% | -12% | ? | ? | -2% | ? | -4% | -0.6%
CC(C)(C)[C@H]1COC(=O)CCCC/C=C\C[C@H](CC(=O)N(CCO)Cc2ccccc2)C(=O)N1 | 2% | 21% | -2% | -14% | -20% | 2% | -1% | 6% | /
O=C(NC(NCc1ccccc1)C(Cl)(Cl)Cl)c1cccnc1 (stereo not given) | -4% | 5%[57.1 µM] | 2% | -12% | -7% | 10% | -2% | -5%[57.1 µM] | 0.8%
CC(On1nnc2ccc(S(=O)(=O)N3CCOCC3)cc21)C(=O)Nc1ccccc1F (stereo not given) | 8% | -3% | -3% | -27% | 1% | -3% | 5% | -7%[57.1 µM] | 1.3%
O=C(COC(=O)c1cccc(S(=O)(=O)N2CCCCCC2)c1)Nc1ccccc1 | 2% | 0% | -1% | -9% | -14% | -29% | 1% | -2% | 3.1%
COC(=O)C1=C(C(=O)OC)[C@@H]2Nc3ccccc3[C@@]23C[C@@H](C(=O)OC)N(C(=O)NC2CCCCC2)C3=N1 | -5% | -4% | 0% | 7% | 5% | -9% | -1% | -10% | /
O=C(COC(=O)/C=C/c1cccc(Cl)c1)NC1CCCC1 | 10% | -5% | 0% | -6% | -21% | -18% | -4% | -2% | -0.5%
COc1ccccc1C(=O)Nc1c(C(=O)N(C)Cc2ccccc2)sc2nc(C)c(Cl)c(C)c12 | / | 15% | / | ? | -7% | -17% | / | -1% | 2.8%
CC(C)(C)OC(=O)N1CCOCCOCCNCCOCCOCC1 | 8% | -28% | 2% | -13% | -7% | -2% | 8% | -4% | 2.2%
C/C(=N\OCC(=O)Nc1nc2ccccc2s1)c1ccccc1 | 3% | 16% | 0% | -8% | -18% | -4% | 0% | 7% | 1.6%

A different layout for 2 compounds above:
Sequence of screens: mIDH1 inhibitor, rTrxR1 inhibitor, Vif-APOBEC3G blk, ALOX12 inh, USP1-UAF1 inh, RGS4 inh, Vif-A3F inh, TrxR1 substrate, RXFP1 ag
- O=C(NCc1cccnc1)c1cccc(S(=O)(=O)Nc2cccc(Cl)c2)c1
  -5%, 12%, 1%, 0%, -17%, -12%, 0%, 1%, -0.5%
- CC(=O)NS(=O)(=O)c1ccc(NC(=O)/C=C/c2ccc(C)o2)cc1
  -5%, 16µM*, 0%, 0%, 8%, ?, -4%, 5%[57.1 µM], 1.7%

Not all compounds are listed; rates above refer to the full screens.
